# Screening data: PubChem BioAssay, Broad Institute
# PfHsp90 yeast 2 = growth inhibition of yeast expressing Plasmodium Hsp90 | inhibition, % at 9.4 µM | S. cerevisiae expressing PfHsp90, BacTiter-Glo ATP, 48 h; yeast lacking PDR1 and PDR3 efflux regulators | actives 0.32% (n = 310,000);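 active = every replicate shows inhibition above about 80%, whatever the replicate mean, limit read from the data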;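 also: 0% = DMSO neutral controls and 100% = 20 µM radicicol positive controls; yeast relying on Plasmodium falciparum Hsp90 in place of its own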
# Rtt109 Vps75 = inhibitors of Candida albicans Rtt109/Vps75 histone acetyltransferase. Q5AAJ8. purified Rtt109/Vps75, ThioGlo CoA-SH fluorescence, 4 h. inhibition, % at 34.9 µM. actives 0.16% (n = 330,000). AID 540336;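 active = inhibition of at least 50% in every replicate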
# Target sequence (Q5AAJ8 whole entry, looked up): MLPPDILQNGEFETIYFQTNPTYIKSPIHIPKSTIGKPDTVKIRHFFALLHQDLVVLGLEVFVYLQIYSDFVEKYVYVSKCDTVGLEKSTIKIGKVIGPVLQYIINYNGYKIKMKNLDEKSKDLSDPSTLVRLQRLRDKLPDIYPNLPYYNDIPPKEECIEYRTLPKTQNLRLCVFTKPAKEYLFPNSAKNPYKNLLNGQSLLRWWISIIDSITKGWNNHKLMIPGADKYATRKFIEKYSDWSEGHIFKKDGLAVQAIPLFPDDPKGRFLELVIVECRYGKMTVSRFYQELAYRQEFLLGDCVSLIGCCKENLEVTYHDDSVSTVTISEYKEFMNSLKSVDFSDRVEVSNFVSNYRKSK
# MITF TRPM1 HTS = increases MITF-driven TRPM1 promoter luciferase signal; SK-MEL-5 TRPM1-promoter luciferase, 24 h; % of positive control, neutral wells = 0; activation, % at 12.5 µM; actives 0.75% (n = 300,000);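 active = mean activation of at least 80% with every replicate also reaching 80%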;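 also: 0% = neutral control wells and 100% = parthenolide positive control wells; values of inactives mirror those of a sister screen read the other way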
# SR-BI HDL uptake = inhibitors of mouse SR-BI mediated HDL lipid uptake. ldlA[mSR-BI] CHO cells, DiI-HDL uptake fluorescence, 3 h. AID 488896. inhibition, % at 12.5 µM. Q61009. actives 0.96% (n = 320,000);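 active = mean replicate inhibition of at least 70% and a set share of replicates each scoring 70 or more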;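 also: 0% = median of neutral control wells and 100% = median of positive control wells; values of inactives mirror those of a sister screen read the other way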
# Target sequence (Q61009 whole entry, looked up): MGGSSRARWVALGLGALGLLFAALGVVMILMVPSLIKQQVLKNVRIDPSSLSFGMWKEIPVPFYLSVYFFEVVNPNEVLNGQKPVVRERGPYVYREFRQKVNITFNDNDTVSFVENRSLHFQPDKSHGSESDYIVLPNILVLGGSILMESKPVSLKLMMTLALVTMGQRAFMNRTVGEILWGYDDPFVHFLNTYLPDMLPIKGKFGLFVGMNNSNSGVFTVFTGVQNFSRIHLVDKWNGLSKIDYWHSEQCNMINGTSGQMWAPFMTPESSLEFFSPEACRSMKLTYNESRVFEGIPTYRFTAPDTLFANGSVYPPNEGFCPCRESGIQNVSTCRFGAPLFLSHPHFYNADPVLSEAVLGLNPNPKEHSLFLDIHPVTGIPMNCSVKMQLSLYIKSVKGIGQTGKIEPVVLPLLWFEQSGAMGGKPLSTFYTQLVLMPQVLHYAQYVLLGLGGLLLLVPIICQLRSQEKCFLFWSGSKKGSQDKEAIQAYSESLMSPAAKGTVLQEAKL
# SR-BI DiI-HDL act = enhances SR-BI lipid uptake from DiI-HDL. activation, % at 12.5 µM. AID 504775. CHO ldlA[mSR-BI] cells, DiI-HDL uptake fluorescence, 3 h; 100 = double the neutral-control signal. actives 0.096% (n = 320,000);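 active = mean replicate activation of at least 60% and every replicate at or above 60%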;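 also: 0% = median plate neutral-control signal and 100% = twice that signal; values of inactives mirror those of a sister screen read the other way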
#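 material = CHO ldlA[mSR-BI] cells | medium = Ham's F12 with 0.5% BSA, HEPES 25 mM, pH 7.4 | reagent = fluorescent DiI-HDL, 10 µg/mL final | compound dosing = single-point compound dose | incubation = 3 h, 37 °C | measured by = bottom-read fluorescence, 550/595 nm | measure = HDL uptake via cellular fluorescence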
# NSD2 HMT inh = inhibitors of human histone methyltransferase NSD2; O96028; NSD2 peptide methylation, AlphaScreen, 120 min; inhibition, % at 12.5 µM; actives 0.54% (n = 310,000); AID 743445; in the data active = inhibition above about 50%
# dFosB act = enhances mouse delta FosB homodimer DNA binding; P13346; purified delta FosB, TAMRA-CDK5 oligo fluorescence polarization; percent of positive-control signal above neutral wells; activation, % at 25 µM; actives 0.99% (n = 340,000);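 active = mean activation above about 17%, with every replicate also reaching it, limit read from the data, passing the limit was not always enough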;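 also: fluorescence polarization rise as delta FosB binds a TAMRA Cdk5 AP-1 oligo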
# PvdQ acylase = blocks Pseudomonas aeruginosa PvdQ acylase activity | actives 0.063% (n = 340,000) | AID 488965 | purified PvdQ acylase, fluorescence plate reader | inhibition, % at 10 µM; in the data active = inhibition above about 30%, passing the limit was not always enough;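 also: 0% = vehicle neutral wells and 100% = reference inhibitor wells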
# CAL PDZ FP-1 = inhibitors of human CAL PDZ peptide binding; purified CAL PDZ, TMR-peptide fluorescence polarization, 1 h; actives 0.92% (n = 300,000); inhibition, % at 24.9 µM; AID 602252;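 active = mean inhibition of at least 30% with at least half of replicates also reaching 30%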;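 also: 0% = DMSO neutral control and 100% = excess unlabeled competitor peptide PRC23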
# CAL PDZ FP-2 = blocks peptide binding to human CAL PDZ domain. actives 0.02% (n = 330,000). Q9HD26. AID 504414. purified CAL PDZ, TMR-peptide fluorescence polarization, 1 h. inhibition, % at 20 µM;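 active = highest replicate inhibition of at least 40%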;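 also: plate controls were DMSO neutral control wells for no effect and unlabeled competitor peptide control wells for full effect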
#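 material = purified tagged CAL PDZ domain construct (CerCALP) | buffer or medium = sodium phosphate/NaCl buffer pH 7.4 with TCEP, IgG, Thesit | reagent = TMR-labelled reporter peptide T*-PRC34 bound in PDZ groove | incubation = 1 h room-temperature incubation prior to read | measured by = fluorescence polarization (mP) | evaluation = percent inhibition from loss of millipolarization | control set = unlabelled peptide and DMSO controls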
# * hit, by the source's call; nt = not tested or not shown.
# Every second line gives: PfHsp90 yeast 2	SR-BI HDL uptake	MITF TRPM1 HTS	NSD2 HMT inh	CAL PDZ FP-1	dFosB act	SR-BI DiI-HDL act	PvdQ acylase	CAL PDZ FP-2	Rtt109 Vps75
C=CCNC(=S)N/N=C(\C)c1cc(OC)c(OC)c(OC)c1
    9.6	-8.1	-4.5	-0.6	0.2	-1.3	8.1	10.0	-1.1	16.3
CN(C)C(CNC(=O)CCS(=O)(=O)c1ccccc1)c1ccccc1 (configuration not stated)
    -14.1	0.0	-18.1	-0.5	-3.0	4.5	0.0	3.1	nt	-3.8
COc1cc([C@H]2[C@@H]3CCCC[C@]3(O)CCN2CC(=O)Nc2ccc(C)cc2)ccc1O
    nt	3.9	-5.6	0.0	-0.5	-4.8	-3.9	-8.8	-0.6	-3.8
Cc1ccc(-n2nnnc2SCC(=O)NC2CCCc3ccccc32)c(C)c1 (configuration not stated)
    -12.9	29.0	-14.2	-3.2	-4.0	4.8	-29.0	18.5	-1.1	8.2
O=CN1N=C(c2ccccc2)CC1c1ccccc1[N+](=O)[O-] (configuration not stated)
    18.7	-41.8	8.3	-1.2	-4.8	-2.9	41.7	2.4	-1.2	4.5
Cc1ccc(S(=O)(=O)C2(C(=O)Nc3nccs3)CC2)cc1
    4.5	nt	-7.4	nt	nt	-1.9	nt	-10.7	-0.7	9.9
Cc1cccc(-n2ncc3c(NCc4ccccc4)ncnc32)c1
    -10.3	-8.6	18.8	nt	nt	-7.4	8.6	-4.7	-1.9	4.8
Cc1nc(N)nc(N/N=C/c2ccccc2)n1
    -21.3	-30.7	3.1	-1.6	5.5	-4.9	30.7	6.8	0.7	-15.0
COc1ccc(NC2CC(=O)NC2=O)cc1 (configuration not stated)
    nt	5.8	nt	-1.0	4.0	4.8	-5.8	-8.2	-1.1	-6.3
O=C(CSc1ccccc1C(=O)NCc1ccccc1)NC1CCCCCCC1
    -74.0	-7.7	9.3	1.9	-2.9	-7.2	7.7	-16.8	-1.1	9.2
O=C(Nc1ccc2oc(-c3ccccc3)nc2c1)c1ccccc1F
    -2.6	19.5	58.1	-0.5	-1.2	-2.1	-19.5	-12.4	-4.7	-29.1
CCOC(=O)CSC1=C(C#N)C(c2ccc(C)cc2)C(C(=O)OC)C(=O)N1 (configuration not stated)
    -9.2	-0.2	-14.2	-1.8	-2.4	-2.3	0.2	-5.8	-3.4	5.8
COC(=O)c1c(C(=O)OC)c(-c2ccc(Cl)cc2)n2c1CS(=O)(=O)C2
    -25.3	63.9	1.6	-1.2	4.4	0.3	-63.9	-2.3	0.6	12.1
COc1ccc(N2CCN(C(=O)Cc3ccc(Br)cc3)CC2)cc1
    10.2	7.9	8.6	nt	-0.8	-6.2	-7.9	0.7	-2.1	-1.7
CCN1C(=O)S/C(=C/c2cn(C)c3ccccc23)C1=O
    -1.2	36.9	-3.2	0.3	-2.8	-1.4	-36.9	-19.8	-1.7	-1.3
Cc1occc1C(=O)N(C)CC1CCCN(CCc2ccccc2F)C1 (configuration not stated)
    19.2	-13.1	2.9	10.9	nt	-10.9	13.1	7.6	0.8	-7.2
COc1cccc(-n2ccnc2SCC(=O)N2CCCc3ccccc32)c1
    23.6	-1.6	-7.2	4.1	-4.9	-8.0	1.6	-8.4	-1.8	-0.4
Cn1c(CCN2CCCCC2)nc2cc(NC(=O)Nc3ccccc3)ccc21
    2.4	-10.6	30.0	0.1	-3.6	0.3	10.6	-2.3	1.0	8.2
COc1cc(/C=C2/NC(=O)N(c3cccc(Cl)c3)C2=O)ccc1O
    -4.3	58.5	1.8	0.5	-4.5	9.7	-58.5	3.0	-1.5	nt
CCOC(=O)c1cc(CC)sc1NC(=O)CSc1nc2ccccc2c(=O)n1Cc1ccco1
    -1.9	-10.4	-10.8	4.2	-1.6	2.3	10.4	-9.1	0.3	-1.7
CC1CC(C)CN(C(=O)CSc2nc(N)cc(=O)[nH]2)C1 (configuration not stated)
    11.1	-10.1	17.2	1.4	-1.4	-3.8	10.1	27.9	-3.1	15.1
Cc1ccc(C(=O)NN2C(=O)C3C4c5ccccc5C(c5ccccc54)[C@@H]3C2=O)cc1 (some centres not stated)
    10.6	0.6	16.0	nt	-4.5	-7.4	-0.6	-15.8	0.2	-3.6
Cc1cc(C)c(-n2c(SCc3nc4ccccc4s3)n[nH]c2=O)c(C)c1
    -13.1	2.3	-10.1	-0.6	-6.2	-9.9	-2.3	9.4	0.4	0.2
O=S(=O)(Nc1ccc(S(=O)(=O)N2CCCCC2)cc1)c1cccs1
    4.0	-31.6	1.1	-1.5	-2.1	0.0	31.6	6.6	-0.6	4.9
COc1ccc([N+](=O)[O-])cc1NC(=O)C(C)c1ccccc1 (configuration not stated)
    30.0	10.9	-1.6	0.6	-4.3	-0.5	-10.9	-4.7	-1.7	-3.1
CCN(CC)S(=O)(=O)c1ccc(C(=O)C(C#N)c2ccccn2)cc1 (configuration not stated)
    5.2	2.7	12.7	-0.9	-0.4	-3.0	-2.7	-6.2	-2.2	nt
Cn1c(=NC(=O)C2CC2)sc2cc(F)cc(F)c21
    -14.2	-10.4	nt	nt	0.1	0.3	10.4	-6.7	-0.8	-2.0
CCCCc1ccc(NC(=S)N2CCN(C)CC2)cc1
    -3.9	9.8	nt	4.6	4.1	-9.7	-9.8	-8.7	-1.1	10.0
CCC(O)C1CCN(C(=O)c2cc(COc3ccc(F)cc3F)on2)CC1 (configuration not stated)
    5.5	6.6	-0.1	-1.7	-2.9	1.2	-6.6	-4.7	-2.7	-7.5
Cn1ccnc1Sc1nc2ccccc2nc1NS(=O)(=O)c1ccccc1
    -8.6	5.8	1.0	-2.8	-1.0	3.3	-5.8	-4.9	-1.0	7.8
Cc1noc(NS(=O)(=O)c2ccc(NC(=O)c3cc(S(=O)(=O)N(C)c4ccccc4)ccc3Cl)cc2)c1C
    -46.3	-12.4	4.4	8.2	nt	-9.1	12.4	-7.1	0.2	15.8
COc1ccc(C)cc1NC(=O)CCNC(=O)Cn1cnc2ccccc2c1=O
    16.5	21.2	6.3	90.1*	-1.8	-1.7	-21.2	0.7	-2.6	0.1
Cc1cc(C)nc(N2CCC(C(=O)Nc3nnc(C)s3)CC2)n1
    21.9	-5.3	8.8	1.1	-1.3	3.7	5.3	-14.2	0.2	-0.2
CC1(c2cccc(Br)c2)NC(=O)N(CC(=O)Nc2ccc3c(c2)OCO3)C1=O (configuration not stated)
    -20.0	6.2	6.3	6.8	6.7	-8.2	-6.3	-7.9	-0.7	-12.2
Cc1nn(-c2ccccc2)c(C)c1NC(=O)COC(=O)c1cc(Cl)ccc1O
    -14.2	-14.6	5.3	-0.9	-2.1	10.5	14.6	-9.5	-2.4	-2.5
Cc1ccnc(NC(=O)CSc2cc(=O)n(C)c3ccccc23)c1
    -16.8	8.2	-3.2	-4.8	-0.3	-16.9	-8.2	-3.4	-0.4	0.6
COc1ccc(CC(=O)NCC2CCCN(Cc3cc(OC)cc(OC)c3)C2)cc1 (configuration not stated)
    -26.6	0.8	nt	-1.0	-4.6	-2.5	-0.8	4.8	-0.1	39.9
CCOC(=O)C1CCCN(C(=O)c2ccccc2SCCOC)C1 (configuration not stated)
    -2.9	-20.8	-18.7	-2.2	-0.1	-15.1	20.8	-8.1	-1.9	1.7
COc1ccccc1CNC(=O)CNCCc1ccc(OC)c(OC)c1
    1.9	0.3	-25.7	2.2	-7.9	0.8	-0.3	-13.6	nt	5.3
COc1ccc(-c2ccc(SCC(=O)N3CCN(c4ccccc4)CC3)nn2)cc1
    13.5	9.6	6.7	-18.5	-1.6	4.7	-9.6	-5.0	-0.7	3.8
CCN(CC(=O)Nc1c(F)cccc1F)C(=O)COc1cccc2c1OC(C)(C)C2
    nt	-23.9	-6.4	-2.4	-4.5	-5.3	23.9	-7.0	-2.5	8.0
O=C1CCC(CCC(=O)N2CCCC(C(=O)c3ccc(Cl)cc3)C2)=NN1 (configuration not stated)
    -16.2	4.3	-7.3	0.8	-1.9	1.1	-4.3	-13.9	-0.7	1.1
COc1ccc(/C=C(\C#N)C(=O)OCC(=O)NCc2ccccc2OC)cc1
    -14.3	-14.4	2.7	-2.9	-1.0	30.5*	14.4	-4.9	-1.1	-3.1
Cc1cc(C)c(OCC(=O)Nc2nc3ccccc3[nH]2)c(C)c1
    6.3	18.9	12.8	2.7	-4.0	2.7	-18.9	4.2	-0.1	-4.8
CCOc1cc(OCC)nc(S(C)(=O)=O)n1
    -18.9	-27.8	-10.9	1.8	-4.6	4.5	27.8	5.6	-2.1	3.2
Cc1oc2c(C)c3oc(=O)c(CCC(=O)NCCCCCC(=O)O)c(C)c3cc2c1C
    -17.8	6.2	10.4	3.8	-9.8	9.4	-6.2	-6.3	-5.2	10.6
O=C1OC(Cc2ccccn2)C(=O)C1=C1SCCS1 (configuration not stated)
    -8.4	-25.6	47.2	-1.7	0.1	1.5	25.6	-9.1	-2.6	-6.6
Cc1onc(-c2ccccc2)c1C(=O)OCC(=O)N(C)c1ccccc1
    13.7	10.6	-3.6	-4.9	-2.8	-11.3	-10.6	-14.6	1.1	-9.1
O=C1NC(c2ccc(Br)cc2)=N/C1=C/c1ccco1
    1.7	-11.1	97.1*	-2.4	-1.8	-7.3	11.1	-4.4	0.5	-2.6
Cc1ccc(-c2nn(-c3ccccc3)cc2C(=O)Nc2ccc(C)c(S(=O)(=O)N3CCOCC3)c2)cc1
    -37.4	48.8	0.1	-2.0	-2.7	3.0	-48.8	-5.1	-1.4	-6.6
Cc1cc(C)cc(NC(=S)N2CCN(c3ccc(F)cc3)CC2)c1
    -18.8	0.0	-12.0	-0.8	0.6	-7.3	0.0	-7.8	-2.3	2.3

# A different layout for 2 compounds above.
O=C1CCC(CCC(=O)N2CCCC(C(=O)c3ccc(Cl)cc3)C2)=NN1 (configuration not stated)
  PfHsp90 yeast 2: -16.2 | SR-BI HDL uptake: 4.3 | MITF TRPM1 HTS: -7.3 | NSD2 HMT inh: 0.8 | CAL PDZ FP-1: -1.9 | dFosB act: 1.1 | SR-BI DiI-HDL act: -4.3 | PvdQ acylase: -13.9 | CAL PDZ FP-2: -0.7 | Rtt109 Vps75: 1.1

COc1ccc(/C=C(\C#N)C(=O)OCC(=O)NCc2ccccc2OC)cc1
  PfHsp90 yeast 2: -14.3 | SR-BI HDL uptake: -14.4 | MITF TRPM1 HTS: 2.7 | NSD2 HMT inh: -2.9 | CAL PDZ FP-1: -1.0 | dFosB act: 30.5* | SR-BI DiI-HDL act: 14.4 | PvdQ acylase: -4.9 | CAL PDZ FP-2: -1.1 | Rtt109 Vps75: -3.1

# Records above marked active in dFosB act.
SMILES | SR-BI HDL uptake | MITF TRPM1 HTS | NSD2 HMT inh | CAL PDZ FP-1 | dFosB act | SR-BI DiI-HDL act | PvdQ acylase | CAL PDZ FP-2 | Rtt109 Vps75
COc1ccc(/C=C(\C#N)C(=O)OCC(=O)NCc2ccccc2OC)cc1 | -14.4 | 2.7 | -2.9 | -1.0 | 30.5* | 14.4 | -4.9 | -1.1 | -3.1
